# Screening results deposited in PubChem by Johns Hopkins Ion Channel Center.
# RGS4 inh = inhibitors of human RGS4 | HEK293 M3R/RGS4 inducible, Fluo-4 calcium flux; hits give high values; triggered by carbachol at its EC20 | B-score at 10 µM | actives 0.45% (n = 310,000);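 active = B-score, a plate-corrected calcium signal, over three deviations above library mean, with baseline fluorescence within five deviations of library mean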;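 note: RGS4 expression induced by doxycycline in cells with stable M3 receptor; B-score is computed from the integrated fluorescence ratio over baseline after carbachol; higher B-score means a larger calcium signal and so more RGS4 inhibition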
# Target sequence (P49798 whole entry, looked up): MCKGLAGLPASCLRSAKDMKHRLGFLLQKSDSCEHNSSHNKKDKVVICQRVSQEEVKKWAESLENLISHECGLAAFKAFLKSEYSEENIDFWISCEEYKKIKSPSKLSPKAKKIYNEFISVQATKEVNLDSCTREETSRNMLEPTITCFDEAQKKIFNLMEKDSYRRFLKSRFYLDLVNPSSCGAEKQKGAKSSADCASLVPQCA
# MrgX1 agonist = agonists of human MrgX1 receptor. B-score at 10 µM. actives 0.44% (n = 310,000). Q96LB2. AID 588627. MrgX1-HEK293 cells, Fluo-4 calcium fluorescence, agonist mode; hits give high values;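 active = calcium response B-score plate-corrected fluorescence ratio at least 3 library SD, with starting fluorescence B-score inside 5 SD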
# Target sequence (Q96LB2 whole entry, looked up): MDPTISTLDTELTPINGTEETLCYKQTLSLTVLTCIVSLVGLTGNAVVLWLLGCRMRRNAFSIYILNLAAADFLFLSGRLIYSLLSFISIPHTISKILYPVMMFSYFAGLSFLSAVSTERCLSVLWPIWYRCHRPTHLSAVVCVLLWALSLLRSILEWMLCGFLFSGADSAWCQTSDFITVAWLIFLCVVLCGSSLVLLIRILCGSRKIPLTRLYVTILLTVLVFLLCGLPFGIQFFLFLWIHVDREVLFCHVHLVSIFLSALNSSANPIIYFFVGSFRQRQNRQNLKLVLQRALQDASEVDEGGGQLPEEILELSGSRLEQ
#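 System – MrgX1-expressing HEK293 cells · Incubation – cells plated overnight, dye loaded 0.5 h 37 °C, 0.5 h room temperature · Technique – kinetic Fluo-4 NW fluorescence of intracellular calcium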
# KCNQ1 act = human KCNQ1 channel potentiation or activation. B-score at 10 µM. actives 0.35% (n = 310,000). CHO-K1 KCNQ1, thallium flux FluxOR fluorescence; hits give high values;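 active = fluorescence ratio B-score, a plate-corrected score, at least three library SD, with initial intensity B-score within 5 SD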
#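 Assay system: CHO-K1 cells stably expressing KCNQ1. Medium: assay buffer for compound exposure, DMSO matched across wells. Timing: 37 °C overnight plating, 90-min dark dye load, 20-min compound pretreatment. Signal: kinetic FluxOR fluorescence, 10 s baseline plus 110 s post-stimulus.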
# MrgX1 allo act = allosterically activates human MrgX1 receptor signaling. Q96LB2. MrgX1-HEK293, Fluo-4 calcium flux, FDSS; hits give high values. B-score at 10 µM. actives 0.63% (n = 310,000);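 active = plate-corrected calcium response at least 3 library SD above typical, normal starting fluorescence, not activating the receptor alone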;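 note: compound read alongside a low EC10 to EC30 dose of BAM8-22 agonist; peak minus trough fluorescence over baseline measured at the second addition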
# ANO1 activ = activators or potentiators of mouse TMEM16A chloride channel. Q8BHY3. HEK293 TMEM16A/YFP-H148Q/I152L, iodide quench fluorescence; hits give low values. B-score at 10 µM. actives 0.3% (n = 340,000). AID 623877;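 active = fluorescence-ratio B-score plate-corrected deviation score at least 3 library SD below zero, with starting fluorescence score within 5 deviations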;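 note: channel opened by trigger with iodide after compound preincubation; score built on the fluorescence ratio of max minus min over baseline; more negative score means more quench and so TMEM16A activation or potentiation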
# KCNK9 inh = blocks the human KCNK9 two-pore domain potassium channel; HEK293 KCNK9, FluxOR thallium flux fluorescence; hits give low values; B-score at 10 µM; actives 1.2% (n = 310,000); AID 488922;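 active = ratio B-score over 3 SD below the library mean, with starting fluorescence within 5 SD of its mean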;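 note: negative B-score means less thallium flux so channel inhibition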
# Target sequence (Q9NPC2 whole entry, looked up, the tested form may be a part): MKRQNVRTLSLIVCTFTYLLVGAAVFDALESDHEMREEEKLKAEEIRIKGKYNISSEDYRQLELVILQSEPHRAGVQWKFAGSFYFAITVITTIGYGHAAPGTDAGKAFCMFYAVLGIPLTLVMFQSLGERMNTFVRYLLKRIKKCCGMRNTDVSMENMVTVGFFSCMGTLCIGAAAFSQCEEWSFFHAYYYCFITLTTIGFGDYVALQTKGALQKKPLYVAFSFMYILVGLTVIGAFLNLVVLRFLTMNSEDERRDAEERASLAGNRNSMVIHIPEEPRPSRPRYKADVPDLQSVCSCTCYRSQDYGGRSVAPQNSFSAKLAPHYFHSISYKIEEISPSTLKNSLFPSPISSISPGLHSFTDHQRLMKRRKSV
# ANO1 block = mouse TMEM16A channel inhibition, primary screen; Q8BHY3; HEK293 TMEM16A/YFP iodide influx fluorescence, ionomycin; normalized B-score (activity score, 25-100; higher = stronger inhibition) at 10 µM; actives 1.2% (n = 310,000); AID 588511;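 active = ratio plate-corrected score three or more library SD toward inhibition, starting fluorescence score within five deviations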;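 note: score derived from kinetic fluorescence span divided by baseline fluorescence per well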
# KCNQ1 inh = inhibitors of human KCNQ1 potassium channel. actives 1.3% (n = 310,000). AID 2642. B-score at 10 µM. CHO-K1 KCNQ1, FluxOR thallium flux fluorescence; hits give high values;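 active = compounds whose thallium flux B-score, printed positive for inhibition, exceeds three library SD while starting fluorescence stays within three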;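 note: channel opened by potassium depolarization with thallium stimulus after 20 min compound exposure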
# hERG rescue = shields human hERG channel from block by proarrhythmic agents. Q12809. CHO-hERG, FluxOR thallium flux, dofetilide IC70 present. activation (rescue from dofetilide block), less the hit threshold, % at 10 µM. actives 0.51% (n = 310,000). AID 1511;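 active = activation above the mean of controls blocked by dofetilide plus 5 SD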;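 note: thallium influx through hERG after potassium depolarization seen as dye fluorescence rise; in these data hits start at about 4.7%; inactives centre near -7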
# KCNK3 inh = human KCNK3 channel inhibition, primary screen | O14649 | CHO-KCNK3 thallium flux, FluxOR fluorescence; hits give low values | B-score at 10 µM | actives 0.84% (n = 340,000);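 active = B-score under library mean minus 4 SD, starting fluorescence ratio at most library mean plus 5 SD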;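 note: more negative B-score means stronger inhibition of thallium flux through KCNK3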
# RGS4 act = RGS4 potentiation or activation; HEK293 M3R/inducible RGS4, carbachol calcium flux Fluo4; hits give low values; actives 0.92% (n = 310,000); B-score at 10 µM; AID 463111;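 active = B-score of the integrated calcium signal more than 4 SD below the library mean, with starting fluorescence not abnormally high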;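 note: negative B-score means reduced calcium response which marks RGS4 activation or potentiation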
#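 Also added: carbachol at ECmax as muscarinic agonist stimulus; Assay system: HEK293 cells with stable M3R and inducible RGS4; Timing: overnight RGS4 induction, 30 min dye load 37 °C, 20 min compound RT; Measured by: Fluo4-AM (2 µM) calcium-flux fluorescence, kinetic read.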
# An asterisk follows results filed as active; i = inactive; · = not tested or not shown. The order is random; about 6.3% have a hit in one of these screens.
# The line under a structure holds: RGS4 inh | MrgX1 agonist | KCNQ1 act | MrgX1 allo act | ANO1 activ | KCNK9 inh | ANO1 block | KCNQ1 inh | hERG rescue | KCNK3 inh | RGS4 act
- CN(C)c1ccc(/C=C2\NC(=S)N(Cc3ccccc3)C2=O)cc1
→ i | 49* | i | i | i | i | i | i | -7 | i | -12*
- O=C(NC1CCCCC1)C(c1ccco1)N(C(=O)c1csnn1)c1ccccc1 (centres undefined)
→ i | i | i | i | i | i | i | i | -8 | i | i
- O=C(NCCCN1CCN(c2ccc(F)cc2)CC1)C1CCCN(c2ncnc3c2nc2n3CCCCC2)C1 (centres undefined)
→ i | i | i | i | i | i | i | i | -9 | i | i
- CC(=O)N1c2ccc(S(=O)(=O)N3CCCC(C(=O)N4CCCCC4)C3)cc2CC1C (centres undefined)
→ i | i | i | i | i | i | i | i | -11 | i | i
- Cc1ccc(OCC(=O)Nc2ccc(C(=O)O)cc2NC(=O)COc2ccc(C)c(C)c2)cc1C
→ i | i | i | i | i | i | i | i | -9 | i | i
- Cc1ccc(N2CN(Cc3cccnc3)CNC2=S)cc1
→ i | i | i | i | i | i | i | i | -9 | i | i
- CN(C)CCN(C(=O)c1ccc(N2C(=O)CCC2=O)cc1)c1nc2cc3c(cc2s1)OCO3
→ i | i | i | i | i | i | i | i | -17 | i | i
- Cc1nnc(NC(=O)CSc2nnc(CNC(=O)c3ccc(F)cc3)o2)s1
→ i | i | i | i | i | i | i | i | -3 | i | i
- Cc1ccc(C(=O)N/C(=C/c2cccs2)C(=O)NCCc2c[nH]c3ccccc23)cc1
→ i | i | i | i | i | i | i | i | -12 | i | i
- CN(C(=O)c1cc2n(n1)C(C(F)(F)F)CC(c1ccco1)N2)c1ccccc1 (centres undefined)
→ i | i | i | i | i | -6.7* | i | i | -3 | i | i
- CC1CCN(C(=S)NC(=O)c2cccs2)CC1
→ i | i | 12* | i | i | i | i | i | 16* | i | i
- CC1(C)CC(=O)C=C(Nc2ccc(F)cc2F)C1
→ i | i | i | i | i | i | i | i | -4 | i | i
- Cn1c(CCN2CCN(c3ccccn3)CC2)nc2cc(NC(=O)COc3ccccc3)ccc21
→ i | i | i | i | i | i | i | i | -10 | i | i
- COc1ccccc1-n1c(SCC(N)=O)nc2c(c1=O)SCC2
→ i | i | i | i | i | i | i | i | -8 | i | i
- Nc1nc2c(Cl)ccc(Cl)c2s1
→ i | i | i | i | i | i | i | i | -14 | i | i
- CC(=O)Nc1ccc(S(=O)(=O)NC2(C(F)(F)F)NC(=O)N(c3ccc(C)cc3)C2=O)cc1 (centres undefined)
→ i | i | i | i | i | i | i | i | -9 | i | i
- O=[N+]([O-])c1ccc(-c2nnc(S)n2-c2ccccc2)cc1
→ i | i | i | i | · | i | i | i | 1 | · | i
- Cc1cc(C(F)(F)F)nn1CC(=O)NCc1cccs1
→ i | i | i | i | i | i | i | i | -8 | i | i
- CCc1ccc(NC(=S)NC2CCN(Cc3ccccc3)CC2)cc1
→ i | i | i | i | i | i | i | i | -2 | i | i
- CC(=O)c1ccc(CCCC(=O)O)cc1
→ i | i | i | i | i | i | i | i | -20 | i | i
- COCCNC(=O)CN(c1ccc(C)cc1)S(=O)(=O)c1ccc(SC)cc1
→ i | i | i | i | i | i | i | i | -3 | i | i
- Cc1nc(-c2ccccc2)sc1C(=O)CSc1ccccc1
→ i | i | i | i | i | i | i | i | -10 | i | i
- COc1cc2c(cc1OC)CN(CC(=O)Nc1cccc(C(F)(F)F)c1)CC2
→ i | i | i | i | i | i | i | i | -10 | i | i
- CCOC(=O)c1cnn(-c2nc3c(C)cccc3s2)c1C(F)(F)F
→ i | i | i | i | i | -7.9* | i | i | -10 | i | i
- Nc1ccccc1C(=O)/C=C/c1ccc2c(c1)OCO2
→ i | i | i | i | i | i | i | i | -8 | i | i
- COc1ccc(CNC(=O)[C@@H](NC(=O)C2CCN(C(=O)[C@@H](N)Cc3ccccc3)CC2)C(C)C)cc1
→ i | i | i | i | i | i | i | i | -3 | i | i
- COC(=O)C1=C(C)NC(C)=C(C(=O)OC)C1C(=O)OCC(=O)N1c2ccccc2CC1C (centres undefined)
→ i | i | i | i | i | i | i | i | -9 | i | i
- CC(C)c1ccc(-c2nnn(CC(=O)N3CCCCC3)n2)cc1
→ i | i | i | i | i | i | i | i | 0 | i | i
- O=C1c2ccccc2S(=O)(=O)c2cc(N3CCN(c4ccccn4)CC3)ccc21
→ i | i | i | i | -5.7* | i | i | i | -2 | i | i
- COCCN(CCOC)C(=O)c1c[nH]c2ccc(S(=O)(=O)N(C)c3ccc(F)cc3)cc2c1=O
→ i | i | i | i | i | i | i | i | -6 | i | i
- Cc1ccc(S(=O)(=O)N2CCOC23CCN(S(=O)(=O)c2cccs2)CC3)cc1
→ i | i | i | i | i | i | i | i | -2 | i | i
- O=S(=O)(NCCc1ccccc1)c1cccc2cccnc12
→ i | i | i | i | i | i | i | i | -11 | i | i
- CN(c1ccc(C(=O)Nc2cccc([N+](=O)[O-])c2)cc1)S(C)(=O)=O
→ i | i | i | i | i | i | i | i | -17 | i | i
- O=[N+]([O-])c1cccc(CNCc2ccccc2)c1
→ i | i | i | i | i | i | i | i | -1 | i | i
- Cc1cc(OC(C)C(=O)Nc2ccc(S(=O)(=O)Nc3onc(C)c3C)cc2)cc(C)c1Cl (centres undefined)
→ i | i | i | i | i | i | i | i | -18 | i | i
- O=C(COc1c(Br)cc(Br)c2cccnc12)Nc1ccccc1F
→ i | i | i | i | i | i | i | i | -17 | i | i
- Cn1c(=O)c2nc(-c3ccccc3)c(-c3ccccc3)nc2n(C)c1=O
→ i | i | i | i | i | i | i | i | -4 | i | i
- O=S(=O)(/N=C(/Nc1ccc(F)cc1F)c1ccccc1)c1ccc(Br)cc1
→ i | i | i | i | · | i | i | i | -11 | · | i
- CCCn1cc2c(c1-c1ccc(C)cc1)c(=O)n(C)c(=O)n2C
→ i | i | i | i | i | i | i | i | -4 | i | i
- COc1cc(C(=O)OCC(=O)NCCN2C(=O)CSC2=O)ccc1OCc1c(C)noc1C
→ i | i | i | i | i | i | i | i | -17 | i | i
- CCCNC(=O)Nc1ccc(C)cc1C
→ i | i | i | i | i | i | i | i | -1 | i | i
- COc1ccc(C(=O)COc2ccc(C)cc2NC(C)=O)cc1
→ i | i | i | i | i | i | i | i | -4 | i | i
- Cc1cc([N+](=O)[O-])nn1CC(=O)NNC(=S)Nc1ccc([N+](=O)[O-])cc1
→ i | i | i | i | i | i | i | i | -8 | i | i
- O=C(NCCC1CCCCN1S(=O)(=O)c1ccc(F)cc1)C(=O)NCC1CCCO1 (centres undefined)
→ i | i | i | i | i | i | i | i | -14 | i | i
- O=C1CCC(C(=O)Nc2nnc(C3CC3)s2)=NN1
→ i | i | i | i | i | i | i | i | -15 | i | i
- COc1cccc(C(=O)N2CCN(Cc3cn[nH]c3-c3ccc(F)cc3F)CC2)c1
→ i | i | i | i | i | i | i | i | -10 | i | i
- CSCC[C@H](NC(=O)NC1CCCC1)C(=O)O
→ i | i | i | i | i | i | i | i | -4 | i | i
- CC(=O)N1CCC(C(=O)N2CCN(S(=O)(=O)c3cccs3)CC2)CC1
→ i | i | i | i | i | i | i | i | -4 | i | i
- CC(C)NC(NC(=O)Cc1ccccc1)C(Cl)(Cl)Cl (centres undefined)
→ i | i | i | i | i | i | i | i | -4 | i | i
- CC1(C)CC2(CCO1)OC(=O)CC2C(=O)Nc1ccccc1Cl (centres undefined)
→ i | i | i | i | i | i | i | i | -3 | i | i

# (continued)
# The line under a structure holds: RGS4 inh | MrgX1 agonist | KCNQ1 act | MrgX1 allo act | ANO1 activ | KCNK9 inh | ANO1 block | KCNQ1 inh | hERG rescue | KCNK3 inh | RGS4 act
- Cc1cccc(N=C2NC(=O)C(CO)(CO)S2)c1
→ i | i | i | i | i | i | i | i | -9 | i | i
- CCC(C)(C)NC(=O)CCCSc1nc2ccccc2s1
→ i | i | i | i | i | i | i | i | -11 | i | i
- CCN1C(=O)/C(=C\c2ccc(-c3cccc(C(=O)OC)c3)o2)SC1=Nc1ccc(C(=O)O)cc1
→ i | i | i | i | · | i | i | i | -6 | · | i
- CC1CC(C)CN(S(=O)(=O)c2cc3c4c(c2)CCC(=O)N4CCC3)C1 (centres undefined)
→ i | i | i | i | i | i | i | i | -11 | i | i
- O=C1N[C@@H](Cc2cn(S(=O)(=O)c3c(F)c(F)c(F)c(F)c3F)c3ccccc23)C(=O)N[C@H]1Cc1ccccc1
→ i | i | i | i | · | i | i | i | -4 | · | i
- O=C(Nc1nccs1)c1ccc(Cl)c([N+](=O)[O-])c1
→ i | i | i | i | i | i | i | i | -10 | i | i
- CCOC(=O)Cc1csc(NC(=O)/C=C\c2ccccc2)n1
→ i | i | i | i | i | i | i | i | -1 | i | i
- O=C1CC(N2CCN(c3ccc(Cl)c(Cl)c3)CC2)C(=O)N1 (centres undefined)
→ i | i | i | i | i | i | i | i | -9 | i | i
- NC(=O)N1c2ccccc2CC(=O)c2ccccc21
→ i | 47* | i | i | i | i | i | i | -16 | i | i
- CCOC(=O)c1[nH]c2ccc(OC)cc2c1NC(=O)/C=C/c1ccc2c(c1)OCO2
→ i | i | i | i | i | i | i | i | -5 | i | i
- COc1ccc(OCC(=O)Nc2ccc(N3CCOCC3)cc2)cc1
→ i | i | i | i | i | i | i | i | -6 | i | i
- FC(F)(F)c1cccc(N2CCc3cn[nH]c32)c1
→ i | i | i | i | i | i | i | i | -1 | i | i
- COc1ccccc1CNC(=O)C1CCC(CNC(=O)[C@@H]2Cc3ccccc3CN2)CC1 (some centres undefined)
→ i | i | i | i | i | i | i | i | -8 | i | i
- O=C(Cn1c(-c2ccccc2)c[n+]2ccsc12)c1ccc([N+](=O)[O-])cc1
→ i | i | i | i | i | i | i | i | -13 | i | i
- O=C(OCc1cnc(Cl)s1)c1cccc(Cl)c1Cl
→ i | i | i | i | i | i | i | i | -6 | i | i
- Cc1cc(C(=O)O)c(=O)[nH]c1C
→ i | i | i | i | i | i | i | i | -1 | i | i
- O=C(O)CNC(=O)c1ccccc1NC(=O)c1ccco1
→ · | i | · | i | i | · | i | · | · | i | ·
- COc1ccc(S(=O)(=O)NCC(c2ccc3c(c2)OCO3)N2CCOCC2)cc1C (centres undefined)
→ i | i | i | i | i | i | i | i | -15 | i | i
